Screens: PubChem, National Center for Advancing Translational Sciences (NCATS)
FLuc inh: qHTS Assay for Inhibitors of Firefly Luciferase; Luciferin 4-monooxygenase (Photinus pyralis), P08659; purified firefly luciferase, luminescence, 8 min; Potency, µM (doses to about 57.1 µM), inactives show top-dose activity change, negative = inhibition, usual class: inhibitors; actives 2.2% (n = 72,000); AID 411, 2009; further: potency means the concentration at half of the fitted maximal effect; on the % scale 0 is the no-effect control and ±100 the full control effect; nearly all actives have a fitted effect of over 40% in size
Target sequence (P08659 whole entry, looked up): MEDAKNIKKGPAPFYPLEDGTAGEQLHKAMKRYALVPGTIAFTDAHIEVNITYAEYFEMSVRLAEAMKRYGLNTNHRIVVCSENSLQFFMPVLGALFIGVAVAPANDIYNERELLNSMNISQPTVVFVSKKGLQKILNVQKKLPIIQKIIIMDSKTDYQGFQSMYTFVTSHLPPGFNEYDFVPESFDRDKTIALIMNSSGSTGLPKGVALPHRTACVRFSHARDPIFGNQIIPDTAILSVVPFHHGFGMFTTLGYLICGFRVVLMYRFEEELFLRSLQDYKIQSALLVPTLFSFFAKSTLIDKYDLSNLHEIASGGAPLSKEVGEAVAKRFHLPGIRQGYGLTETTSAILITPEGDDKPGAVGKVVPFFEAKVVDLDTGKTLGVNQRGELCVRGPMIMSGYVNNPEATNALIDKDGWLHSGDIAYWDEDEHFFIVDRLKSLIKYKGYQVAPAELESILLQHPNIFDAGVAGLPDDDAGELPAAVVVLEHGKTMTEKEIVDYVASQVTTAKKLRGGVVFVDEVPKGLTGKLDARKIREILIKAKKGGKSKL
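Here, luciferase activity is measured as luminescence following an 8 min room-temperature reaction at 10 uM ATP, pH 7.2. Every library sample is titrated.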
HEK293 cAMP ctrl: qHTS Assay for Agonists of the Thyroid Stimulating Hormone Receptor: Activators of Intracellular cAMP Concentrations in Parental HEK 293; parental HEK293 CNG cAMP sensor, membrane potential fluorescence; Potency, µM (doses to about 57.1 µM), for the others: top-dose activation, actives largely listed as activators; actives 2.5% (n = 73,000); further: potency means the concentration at half of the fitted maximal effect; % of control where 0% means no effect; nearly all actives have a fitted effect of over 55% in size
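Parental HEK 293 cells stably expressing a cAMP-gated CNG channel were loaded with membrane potential dye containing 100 uM RO 20-1724 for 60 min. Compound added for 30 min; depolarization read as fluorescence intensity at 590 nm.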
ERK AVP inh: qHTS Assay for Inhibitors of the ERK Signaling Pathway using a Homogeneous Screening Assay | HEK293-V1b, vasopressin-stimulated pERK AlphaScreen | Potency, µM (top dose mostly 57.5 µM), for the others: top-dose activity, negative = inhibition, actives largely listed as inhibitors | actives 0.99% (n = 72,000) | AID 995, 2007; further: potency means the concentration at half of the fitted maximal effect; on the % scale 0 is the no-effect control and ±100 the full control effect; nearly all actives have a fitted effect of over 55% in size
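Overnight-seeded V1b-HEK293 cells in 1% FBS got compound, then vasopressin (25 nM final, 5 min, 37C), then lysis buffer. AlphaScreen detection of phospho-ERK; activity normalized to basal and full-stimulation controls.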
Caspase-1 inhib: qHTS Assay for Allosteric/Competitive Inhibitors of Caspase-1 | P29466 | Caspase-1 enzyme, Ac-WEHD-AFC fluorogenic rate | Potency, µM (top dose mostly 57.5 µM), inactives show at the top dose activity change, negative = inhibition, actives largely listed as inhibitors | actives 0.03% (n = 75,000) | AID 900, 2007;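 further: potency means the concentration at half of the fitted maximal effect; plate controls were vehicle for no effect and no substrate for full effect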
Target sequence (P29466 120-297 limits assumed): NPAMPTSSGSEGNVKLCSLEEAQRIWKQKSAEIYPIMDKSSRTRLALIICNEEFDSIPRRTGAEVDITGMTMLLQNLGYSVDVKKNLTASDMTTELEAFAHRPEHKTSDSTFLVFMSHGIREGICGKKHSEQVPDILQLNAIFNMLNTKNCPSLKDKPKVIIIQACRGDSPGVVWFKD
Target sequence (P29466 317-404 limits assumed): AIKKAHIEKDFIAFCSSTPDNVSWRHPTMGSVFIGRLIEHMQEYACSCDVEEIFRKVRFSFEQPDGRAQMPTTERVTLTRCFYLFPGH
BRCT PPI red: qHTS Assay for Inhibitors of BRCT-Phosphoprotein Interaction (Red Fluorophore); BRCT-phosphopeptide binding, red fluorescence polarization; Potency, µM (top dose mostly 76.9 µM), inactives show at the top dose activity change, negative = inhibition, usual class: inhibitors; actives 0.03% (n = 75,000); AID 892, 2007; further: on the % scale 0 is the no-effect control and ±100 the full control effect
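Rhodamine-labelled pBACH1 10-mer (100 nM) bound to BRCT domain (100 nM) at pH 7.3; compounds incubated 12 min room temperature, polarization read. Free peptide defines full inhibition; unlabelled decapeptide titrated as control.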
USP2a inhib: qHTS Assay for Inhibitors of Ubiquitin-specific Protease USP2a; Ubiquitin carboxyl-terminal hydrolase 2 (Homo sapiens), O75604; USP2a enzymatic assay, qHTS inhibition; Potency, µM (titrated, usually from 38.3 µM), inactives show at the top dose activity change, negative = inhibition, actives largely listed as inhibitors; actives 0.1% (n = 60,000);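 further: potency means the concentration at half of the fitted maximal effect; nearly all actives have a fitted effect of over 60% in size; plate controls were DMSO for no effect and NEM full inhibition control for full effect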
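Inhibition is measured in a cell-free coupled assay with 20 nM USP2 core, 20 nM Ub-PLA2 and 20 uM NBD C6-HPC, 2.5 h incubation. Activity normalized to NEM control.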
Tau fil binding: qHTS Assay for Tau Filament Binding; Microtubule-associated protein tau (Homo sapiens), P10636; recombinant tau filaments, thioflavin S fluorescence, 15 h; filaments grown with octadecylsulfate alongside compound; Potency, µM (highest dose often 57.1 µM), for the others: at the top dose activity change, negative = inhibition; actives 2% (n = 71,000);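 further: potency means the concentration at half of the fitted maximal effect; on the % scale 0 is the no-effect control and ±100 the full control effect; actives lower thioflavin S fluorescence by blocking filaments or displacing dye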
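ThS-based fibril read: tau 1 uM final, inducer ODS 30 uM final, 37 C for 15 h, ex 450/em 510 nm.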
Casp7 inh: qHTS Assay for Allosteric/Competitive Inhibitors of Caspase-7 | recombinant caspase-7, Ac-DEVD-AFC fluorescence rate | Potency, µM (titrated, usually from 57.5 µM), without a hit: top-dose activity change, negative = inhibition, most hits filed as inhibitors | actives 0.02% (n = 75,000) | AID 889, 2007; active means well fitted inhibition curve with a large enough effect in the main read-out, with a control signal flat, not every such curve was filed as active; inconclusive means small, poorly fitted or top-dose-only effect, or a change in a side signal; further: potency means the concentration at half of the fitted maximal effect; % of control where 0% means no effect
BRCT inh green: qHTS Assay for Inhibitors of BRCT-Phosphoprotein Interaction (Green Fluorophore). Breast cancer type 1 susceptibility protein (Homo sapiens), P38398. BRCA1 BRCT-phosphopeptide binding, green fluorescence polarization. Potency, µM (highest dose often 76.9 µM), inactives show top-dose activity change, negative = inhibition, usual class: inhibitors. actives 0.05% (n = 75,000);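 further: potency means the concentration at half of the fitted maximal effect; plate controls were peptide without protein for full effect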
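Compounds were incubated for 12 min at room temperature with a complex of 100 nM fluorescein-tagged pBACH1 decapeptide and 250 nM His-tagged BRCT protein. Buffer was phosphate pH 7.3 with EDTA, DTT and Tween 20. Disruption of binding lowers the polarization signal.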
CRE-bla Fsk: Cell signaling CRE-BLA (Fsk stim); CHO CRE-bla reporter (cAMP response element driving beta-lactamase), forskolin EC10, beta-lactamase ratio; Potency, µM (top dose mostly 38.2 µM), for inactives: top-dose activity change, negative = inhibition, hits mostly activators; AID 662, 2007; actives 2.5% (n = 71,000); active means well fitted activation curve with a large enough effect in the signal ratio, with a control signal flat, not every such curve was filed as active; inconclusive means small, poorly fitted or top-dose-only effect, or effect the other way, or a change in a side signal; the % refers to the signal ratio; further: potency means the concentration at half of the fitted maximal effect; % of control where 0% means no effect
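CHO CRE-bla cells, overnight plating in Opti-MEM with 0.5% dialyzed FBS; cpd titration + EC10 NKH 477, 3 h 37 °C; CCF4 2 h RT; ex 405/em 460 vs 530 ratio → %Activity, AC50.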
A350 fluor: qHTS Assay for Spectroscopic Profiling in A350 Spectral Region; Compound autofluorescence, 340/450 nm, Alexa 350 dye-equivalents; active compounds read high; max dye-equivalent concentration, M; actives 11% (n = 59,000); AID 590, 2007; in the data active means max dye-equivalent concentration above about 10 nM; inconclusive means mostly about 1.1 nM to 9.6 nM
Numbers without * were called inactive; i = inactive; u = inconclusive; x = no result given; [ ] = dose if it differs, or a comment. Unless noted, the call rests on the fitted dose curve; in most records, active means well fitted curve in the direction sought with a large enough effect; inconclusive means small, poorly fitted or top-dose-only effect, or another doubt; inactive means no such curve, though single readings can be large; an effect the other way counts as inactive or inconclusive. Outcome played no part in choosing rows; overall some 16% were active at least once.

SMILES	FLuc inh	HEK293 cAMP ctrl	ERK AVP inh	Caspase-1 inhib	BRCT PPI red	USP2a inhib	Tau fil binding	Casp7 inh	BRCT inh green	CRE-bla Fsk	A350 fluor
CCOc1ccc(NC(=O)CNC(=O)c2ccc(OC)c(OC)c2)cc1	1%	-3%	-14%	-1%	0.3%	9%	18%	-2%	0.6%	u	i
CCCNC(=O)c1ccccc1NC(=O)CN(c1ccccc1OCC)S(C)(=O)=O	-1%	9%	-6%	0%	0.5%	5%	5%	1%	-1.7%	-6%	i
COc1cccc(-c2nc(CC(=O)O)cs2)c1OC	0%	0%	-5%	3%	0.4%	-1%	-4%	0%	-1.8%	-2%	i
COC(=O)[C@@]1(Cc2ccc(F)cc2)[C@H]2c3cc(C(=O)N(C)C)n(Cc4ccccn4)c3C[C@H]2CN1C(=O)c1ccccc1	x	u	3%	0%	-1.0%	x	4%	0%	0.3%	-12%	x
OC1CCCC1	x	-19%	14%	-2%	2.0%	x	-6%	0%	-1.4%	1%	x
O=C(CN1C(=O)COc2ccccc21)Nc1ccc(F)cc1	2%	-6%	0%	-2%	2.1%	x	0%	-2%	1.0%	-8%	x
CC(=O)n1nc(-c2ccco2)nc1SCc1ccccc1	-17%	14%	u	-8%	-4.7%	x	25µM*	u	7.6%	3%	x
CCN(CC)S(=O)(=O)c1cccc(-c2nnc(SCC(=O)NCCC3=CCCCC3)n2N)c1	0%	13%	40µM*	-1%	-0.9%	16%	-10%	-1%	0.2%	-6%	i
O=C(CSc1nnnn1C1CCCCC1)NCCc1ccccc1	1%	u	-23%	0%	-1.9%	3%	-1%	1%	-2.7%	-10%	i
Cn1c2c(c(=O)[nH]c1=O)C(NC(=O)c1ccco1)(C(F)(F)F)C(=O)N2 (stereo unspecified)	3%	-1%	-5%	-2%	0.3%	2%	-4%	1%	-1.9%	-1%	i
CCC(Oc1ccccc1)C(=O)Nc1cc(C)on1 (stereo unspecified)	-8%	12%	-11%	0%	0.4%	x	-12%	-2%	-1.5%	-3%	x
O=C(O)CSc1nnc(-c2ccncc2)n1CCc1ccccc1	0%	2%	-4%	3%	-0.1%	-2%	5%	0%	-1.9%	-2%	u
Cc1cc2c(nc1C)CCCN2CC(O)CN1CCCc2nc(C)c(C)cc21	0%[11.4 µM]	4%[11.4 µM]	25%[11.5 µM]	-1%[11.5 µM]	1.3%[15.4 µM]	x	x	-2%[11.5 µM]	-0.6%[15.4 µM]	x	x
Cc1cccc(CS(=O)(=O)Cc2ccc(C(=O)NCc3ccco3)o2)c1	1%	-2%	-21%	2%	0.3%	-4%	7%	-3%	-2.1%	u	i
COc1ccc(/C=N\n2nnc3ccccc32)cc1	3.2µM*	26%	-6%	-3%	-0.2%	3%	58%	-9%	0.0%	-5%	u
O=C(O)C1C2C=CC(O2)C1C(=O)NCc1ccc(Cl)cc1 (stereo unspecified)	-5%	10%	-2%	-6%	0.0%	4%	3%	2%	-1.8%	-7%	i
CCc1nc2ccc(C(=O)NCc3ccco3)cc2nc1CC	0%	u	-9%	1%	-0.2%	8%	-2%	0%	-2.3%	u	i
COc1ccc(-c2nnc3ccc(SCC(=O)N4CCCC4)nn23)cc1	-1%	-1%	x	-4%	-0.6%	x	-8%	-1%	1.9%	1%	x
CCOC(=O)c1cc2c(=O)n(C)c3ccccc3c2s1	1%	u	-4%	1%	0.3%	-1%	-3%	-2%	-1.9%	u	1.9e-08M*
CCN1CCN(C(=O)NC(C(=O)NC2C(=O)N3C2SC(C)(C)C3C(=O)O)c2ccccc2)C(=O)C1=O (stereo unspecified)	x	x	-1%	3%	-0.3%	2%	x	-1%	-1.5%[3.08 µM]	x	x
CCN(CC)c1ccc(NC(=O)CN2C(=O)CSc3ncccc32)c(C)c1	1%	8%	-24%	-1%	-0.2%	x	-12%	-1%	-7.5%	-7%	x
c1ccc(CNc2ncnc3ccccc23)cc1	0%	u	25µM*	2%	-0.1%	-9%	2%	1%	7.8%	u	i
Cc1nn(-c2ccccn2)c(C)c1Oc1ccccc1O	-6%	3%	13%	-1%	0.9%	1%	-1%	2%	0.9%	7%	i
O=C(NC1CCCC1)C(c1cccnc1)N(C(=O)c1csnn1)C1CC1 (stereo unspecified)	2%	17%	-1%	-3%	-0.5%	-2%	74%	-2%	-1.3%	-2%	i
CCS(=O)(=O)N1CCc2cc(OC)c(OC)cc2C1	2%	26%	2%	-3%	-1.3%	2%	-5%	2%	-2.5%	5%	i

A different layout for part of the listing above:
CCN1CCN(C(=O)NC(C(=O)NC2C(=O)N3C2SC(C)(C)C3C(=O)O)c2ccccc2)C(=O)C1=O (stereo unspecified)
- FLuc inh: x
- HEK293 cAMP ctrl: x
- ERK AVP inh: -1%
- Caspase-1 inhib: 3%
- BRCT PPI red: -0.3%
- USP2a inhib: 2%
- Tau fil binding: x
- Casp7 inh: -1%
- BRCT inh green: -1.5%[3.08 µM]
- CRE-bla Fsk: x
- A350 fluor: x
CCOC(=O)c1cc2c(=O)n(C)c3ccccc3c2s1
- FLuc inh: 1%
- HEK293 cAMP ctrl: u
- ERK AVP inh: -4%
- Caspase-1 inhib: 1%
- BRCT PPI red: 0.3%
- USP2a inhib: -1%
- Tau fil binding: -3%
- Casp7 inh: -2%
- BRCT inh green: -1.9%
- CRE-bla Fsk: u
- A350 fluor: 1.9e-08M*

Later entries:
SMILES	FLuc inh	HEK293 cAMP ctrl	ERK AVP inh	Caspase-1 inhib	BRCT PPI red	USP2a inhib	Tau fil binding	Casp7 inh	BRCT inh green	CRE-bla Fsk	A350 fluor
Cc1cc(C)n(-c2nc3c(c(=O)n(C)c(=O)n3C)n2Cc2cccc(Br)c2)n1	0%	u	-11%	-1%	-0.2%	8%	1%	1%	1.1%	u	i
Cc1ccc(Cl)cc1N1CCN(C(=O)C2CCN(c3nnc(-n4cccc4)s3)CC2)CC1	0%	19%	u	-2%	0.0%	x	60%	-3%	-1.4%	-12%	x
Cc1[nH]c(=O)[nH]c(=O)c1NC(=O)CSc1ncccc1-c1nc2ccccc2[nH]1	-7%	3%	-2%	1%	-0.4%	7%	0%	0%	-2.5%	0%	u
Cc1ccc(-c2noc(CCC(=O)N3CCN(c4cccc(C(F)(F)F)c4)CC3)n2)cc1	-5%	u	9%	-2%	0.1%	20%	2%	-3%	-0.6%	-2%	i
Cc1ccc(NC(=O)N2CCC(C(=O)NCCC3=CCCCC3)CC2)cc1	2%	-1%	6%	1%	-1.0%	-5%	3%	0%	-0.5%	-6%	i
Cc1onc(-c2ccccc2Cl)c1C(=O)Nc1cccnc1	0%	9%	-7%	-1%	-0.6%	4%	0%	0%	-1.7%	-7%	i
Cc1cc(C)cc(N(CC(=O)NCC2CCCO2)C(=O)CN2C(=O)COc3ccccc32)c1 (stereo unspecified)	2%	-8%	-6%	4%	-0.8%	21%	5%	-2%	-0.3%	u	i
CSc1ccc(S(=O)(=O)NCc2ccccc2Cl)cc1	1%	1%	18%	-1%	-2.3%	4%	3%	0%	0.9%	-3%	i
CCc1nnc(NC(=O)c2cc3c(s2)CCCCC3)s1	2%	6%	5%	2%	0.7%	-3%	6%	0%	-1.8%	-2%	i
COc1cccc(CC(=O)Nn2c(C)nc3ccccc3c2=O)c1	3%	17%	4%	-2%	-2.7%	-3%	-6%	4%	0.0%	-6%	i
CCN(CC)CCN1C(=O)C(=O)/C(=C(/O)c2cccc(OC)c2)C1c1ccccn1 (stereo unspecified)	3%	1%	-11%	-9%	-0.1%	0%	90%	-10%	-0.2%	-7%	u
O=C1c2ccccc2-c2cc([N+](=O)[O-])c([N+](=O)[O-])cc21	-4%[11.4 µM]	-22%[11.4 µM]	u	1%[11.5 µM]	-0.8%[15.4 µM]	x	4µM*	2%[11.5 µM]	-0.7%[15.4 µM]	20%[7.6 µM]	i
O=C(Nc1ccc(C(=O)Oc2ccccc2)c(O)c1)c1ccco1	25µM*	13%	u	0%	-0.2%	25%	9%	-3%	0.1%	-18%	i
COc1ncc2nc(-c3ccc(Cl)cc3)c(=O)n(Cc3cccs3)c2n1	-2%[11.4 µM]	9%	7%	u	0.0%	234%[activator]	-2%	u	-2.1%	13µM*	1.9e-08M*
Cc1ccc(NC(=O)CS(=O)CC(=O)NCC2OCCc3ccccc32)c(C)c1 (stereo unspecified)	0%	5%	-4%	1%	0.6%	-1%	0%	1%	-1.4%	-12%	i
Cc1ccccc1NC(=O)CN1C(=O)COc2ccc(Cl)cc21	3%	24%	x	-2%	-1.6%	x	-7%	-2%	1.5%	-6%	x
